PostGolgi yeast – phenotypic screen on post-Golgi transport, primary screen; post-Golgi transport phenotypic cell assay; inhibition, % at 10 µM; 98,000 compounds, 0.9% hits; AID 739, 2007;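 further: yeast cells grown in 1536-well plates; yeast grown about 18 h at 30C before absorbance read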
DAT uptake mod – changed hDAT dopamine uptake under cocaine IC80, either direction, primary screen, cocaine antagonist project, cell-based, LLC-PK1 hDAT, [14C]-dopamine uptake, MLSMR. Sodium-dependent dopamine transporter (Homo sapiens), Q01959. LLC-PK1 hDAT cells, [14C]-dopamine uptake with cocaine IC80; actives deviate in either direction. B-score at 10 µM. 110,000 compounds, 1.3% hits. AID 449768, 2010;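 active means Z score or B-score, a plate-position-corrected score, falls beyond the plate's 99.7% confidence bounds, in either direction; inactive means both scores lie inside the 99.7% bounds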;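 further: scored against the spread of the other compound wells on the same plate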
Target sequence (Q01959 whole entry, looked up): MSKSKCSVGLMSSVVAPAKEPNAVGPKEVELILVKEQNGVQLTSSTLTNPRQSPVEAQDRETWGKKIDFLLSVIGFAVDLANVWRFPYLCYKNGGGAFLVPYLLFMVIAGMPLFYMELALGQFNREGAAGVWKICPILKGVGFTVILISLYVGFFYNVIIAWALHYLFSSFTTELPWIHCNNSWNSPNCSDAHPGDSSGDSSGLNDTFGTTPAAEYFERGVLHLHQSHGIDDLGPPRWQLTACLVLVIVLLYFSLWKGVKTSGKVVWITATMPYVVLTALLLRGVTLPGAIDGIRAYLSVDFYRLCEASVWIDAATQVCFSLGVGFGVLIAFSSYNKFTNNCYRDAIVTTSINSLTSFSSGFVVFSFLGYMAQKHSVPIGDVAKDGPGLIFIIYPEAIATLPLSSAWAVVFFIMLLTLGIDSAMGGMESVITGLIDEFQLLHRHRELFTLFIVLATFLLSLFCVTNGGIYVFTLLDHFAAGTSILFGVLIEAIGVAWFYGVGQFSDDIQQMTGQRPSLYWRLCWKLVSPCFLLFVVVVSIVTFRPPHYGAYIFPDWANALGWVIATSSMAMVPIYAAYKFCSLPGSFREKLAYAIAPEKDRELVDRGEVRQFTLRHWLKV
HUVEC prolif 384 – inhibitors of HUVEC proliferation, primary screen, cell-based, 384-well; 86,000 compounds, 1.1% hits; viability, % at 10 µM (by protocol); CellTiter-Glo luminescence, 72 h; hits give low values; AID 648, 2007;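 active means viability at or below 30%; inactive means viability above 30%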;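 further: 100% = median luminescence of DMSO-only cell control wells on each plate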
S1P2 ag – S1P2 receptor agonists, primary screen, cell-based; activation, % at 4.5 µM; AID 729, 2007; 97,000 compounds, 0.46% hits; Sphingosine 1-phosphate receptor 2 (Homo sapiens), O95136; S1P2-expressing cell line, agonist reporter read-out; in the data active means activation above about 16%;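 further: 0% = vehicle low control and 100% = maximal reference agonist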
Target sequence (O95136 whole entry, looked up): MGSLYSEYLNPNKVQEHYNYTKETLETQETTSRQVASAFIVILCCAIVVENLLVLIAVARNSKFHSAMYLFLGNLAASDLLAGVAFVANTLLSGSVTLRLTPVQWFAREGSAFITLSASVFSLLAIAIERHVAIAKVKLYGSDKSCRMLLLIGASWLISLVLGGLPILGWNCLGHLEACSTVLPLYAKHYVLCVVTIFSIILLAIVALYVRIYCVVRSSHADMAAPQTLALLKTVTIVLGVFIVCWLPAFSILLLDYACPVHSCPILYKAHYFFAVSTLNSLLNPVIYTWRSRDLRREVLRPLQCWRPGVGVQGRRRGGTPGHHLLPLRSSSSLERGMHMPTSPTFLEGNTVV
Fibroblast inh – antiproliferative effect on LL 47 fibroblasts – human, LL 47 cells, CellTiter-Glo luminescence, primary screen; LL 47 human lung fibroblast viability, ATP luminescence; hits give low values; viability, % at 10 µM; 85,000 compounds, 1.1% hits;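 active means viability at or below 50% in the single dose screen; inactive means viability above 50%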;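 further: compound exposure lasted 72 h before the ATP readout; 100% = median luminescence of untreated cell-only wells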
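Material: human LL 47 lung fibroblast cells; quantity: 1,150 cells/well; medium: IMEM plus 15% FBS; doses: 0.1% DMSO in all compound wells; timing: overnight attachment after seeding, then 72 h compound exposure at 37 °C; detection: CellTiter-Glo luminescence; measure: % viability of median cell-only signal; controls: cell-only wells, no compound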
S1P2 antag – human S1P2 receptor antagonists, primary screen, cell-based | Sphingosine 1-phosphate receptor 2 (Homo sapiens), O95136 | inhibition, % at 5 µM | cell-based S1P2 antagonist assay, inhibition at 5 uM | 97,000 compounds, 0.21% hits; in the data active means inhibition above about 45%;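 further: CRE beta-lactamase reporter cells expressing human S1P2 stimulated with S1P; 0% = agonist at EC80 alone and 100% = agonist plus reference antagonist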
E coli WT exp – growth inhibitors of wild-type E. coli, primary screen, strain BW25113, expanded library, OD600 | OD600 absorbance | growth inhibition, % at 100 µM | 98,000 compounds, 0.15% hits;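 active means growth inhibition above about 50% at one test dose, limit read from the data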;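 further: growth measured after 20 h incubation at 37 °C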
PostGolgi ctrl – growth inhibition of yeast control strain, primary screen, counter-screen for post-Golgi transport modulator project. 98,000 compounds, 5% hits. efflux-deficient yeast background strain, growth absorbance A615, 16 h. inhibition, % at 10 µM. AID 738, 2007
H69AR inhibit – proliferation blockers of H69AR lung cancer cells, primary screen, cell-based, human, 86K library; H69AR lung tumor viability, ATP luminescence, 72 h; hits give low values; viability, % at 10 µM; 85,000 compounds, 6% hits;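 active means viability at or below 40%; inactive means viability above 40%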;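 further: multidrug resistant small cell line overexpressing MRP-1 efflux transporter; 100% = mean luminescence of untreated control wells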
* marks the source's active call; other numbers are inactive results; · = not tested or not shown. Unless noted, no stated cut-off is given here; in the data, active means inhibition above about 30%; inactive means the rest.

1. c1csc(C2C3=C(Nc4ncnn42)c2ccccc2OC3)c1 (configuration not stated)
2. O=S1(=O)CCC(SCc2nc3sccn3c2Br)C1 (configuration not stated)
3. CC1CCN(CC(=O)Nc2ccccc2-c2ccccc2)CC1
4. CCOC(=O)c1oc2ccc(S(=O)(=O)N3CCC(C)CC3)cc2c1C
5. CCN(CC)S(=O)(=O)c1ccc(NC2=NS(=O)(=O)c3ccccc32)cc1
6. CCCN1C2CCCC1CC(NC(=O)c1ccccc1F)C2 (configuration not stated)
7. CCOc1ccc(NC(=O)N[C@@H](CCSC)C(=O)OC)cc1
8. O=C(CSc1ncc(-c2ccccc2)[nH]1)Nc1ccccc1
Assay by compound,1,2,3,4,5,6,7,8
PostGolgi yeast,-6,9,·,-12,6,3,-6,-10
DAT uptake mod,-1,0.67,0.0056,0.25,0.4,-0.76,0.51,0.078
HUVEC prolif 384,78,101,133,·,90,96,102,104
S1P2 ag,-4,-4,-3,-9,-3,-4,1,-6
Fibroblast inh,83,104,92,·,108,107,106,107
S1P2 antag,3,11,-8,11,-3,19,-11,-17
E coli WT exp,0,0,·,-12,-3,-1,8,1
PostGolgi ctrl,15,-3,·,16,3,5,-2,20
H69AR inhibit,75,97,81,·,83,106,91,98

9. CCOC(=O)c1c(NC(=O)CN2CCOCC2)sc(C(=O)NC)c1C
10. COc1ccc(NC(=O)CSc2nnc(C(C)C)n2N)cc1
11. O=S(=O)(Nc1nc2ccccc2nc1N1CCN(c2ccccn2)CC1)c1ccc(Cl)cc1
12. Cc1cc(S(=O)(=O)NCc2ccc(S(N)(=O)=O)cc2)c(C)s1
13. Cn1cccc1/C=N/NC(=O)c1cccnc1
14. Cc1cc(C)nc(SCc2nc(N)nc(-c3ccccc3O)n2)n1
15. COC(=O)c1ccc2c(=O)n(NC(C)=O)c(=S)[nH]c2c1
16. CNS(=O)(=O)c1cc(C(=O)NCc2ccco2)ccc1Cl
Assay by compound,9,10,11,12,13,14,15,16
PostGolgi yeast,-1,4,-3,4,·,15,19,9
DAT uptake mod,0.74,-0.31,-0.48,-0.48,-0.32,-0.091,0.67,-1.1
HUVEC prolif 384,·,101,·,99,90,101,110,99
S1P2 ag,1,-7,-3,-9,-4,4,-6,-7
Fibroblast inh,·,98,·,104,86,94,97,99
S1P2 antag,-31,9,-17,-23,7,-13,-3,5
E coli WT exp,0,-3,-4,-1,·,1,-2,0
PostGolgi ctrl,-2,-1,57*,-3,·,6,-2,1
H69AR inhibit,·,103,·,96,101,86,98,101

17. CCc1ccccc1-n1c(SCC(=O)Nc2ccc3c(c2)OCCO3)nc2[nH]ncc2c1=O
18. COCCNC(=O)C1CCN(S(=O)(=O)N2CCC3(CC2)OCCO3)CC1
19. CCCC(=O)N(c1ccc(OCC)cc1)C1C=CS(=O)(=O)C1 (configuration not stated)
20. CCN(CC(=O)NCc1ccc(F)cc1)Cc1nc2ccccc2c(=O)[nH]1
21. CCOCCn1c(CN2CCN(c3ccc(F)cc3)CC2)nc2c1c(=O)n(C)c(=O)n2C
22. O=C(c1ccccc1)N(Cc1ccc(F)cc1)C1CCS(=O)(=O)C1 (configuration not stated)
23. CCCc1cc(=O)n2[nH]c(-c3ccc(C)cc3)cc2n1
24. C=CCNC(=O)c1onc(CSc2ccc(Cl)cc2)c1C(=O)O
Assay by compound,17,18,19,20,21,22,23,24
PostGolgi yeast,0,1,5,2,3,6,4,-5
DAT uptake mod,2,0.084,-1.4,0.029,0.19,0.2,0.48,0.054
HUVEC prolif 384,77,102,90,80,96,87,82,·
S1P2 ag,8,-4,·,-5,-10,-5,·,-8
Fibroblast inh,75,108,101,99,101,97,100,·
S1P2 antag,-27,4,·,-5,6,3,·,7
E coli WT exp,-3,-1,1,5,7,-3,-16,-11
PostGolgi ctrl,7,10,14,-3,-4,7,9,8
H69AR inhibit,39*,96,91,94,92,94,91,·

Single entries from the results shown.
In H69AR inhibit, compound 20 is listed with 94
In DAT uptake mod, compound 18 is listed with 0.084
In S1P2 ag, compound 17 is listed with 8
In S1P2 ag, compound 21 is listed with -10
In HUVEC prolif 384, compound 23 is listed with 82

A stretch of the results above, as a working copy:
16. CNS(=O)(=O)c1cc(C(=O)NCc2ccco2)ccc1Cl
17. CCc1ccccc1-n1c(SCC(=O)Nc2ccc3c(c2)OCCO3)nc2[nH]ncc2c1=O
18. COCCNC(=O)C1CCN(S(=O)(=O)N2CCC3(CC2)OCCO3)CC1
19. CCCC(=O)N(c1ccc(OCC)cc1)C1C=CS(=O)(=O)C1 (configuration not stated)
20. CCN(CC(=O)NCc1ccc(F)cc1)Cc1nc2ccccc2c(=O)[nH]1
21. CCOCCn1c(CN2CCN(c3ccc(F)cc3)CC2)nc2c1c(=O)n(C)c(=O)n2C
Assay by compound,16,17,18,19,20,21
PostGolgi yeast,9,0,1,5,2,3
DAT uptake mod,-1.1,2,0.084,-1.4,0.029,0.19
HUVEC prolif 384,99,77,102,90,80,96
S1P2 ag,-7,8,-4,·,-5,-10
Fibroblast inh,99,75,108,101,99,101
S1P2 antag,5,-27,4,·,-5,6
E coli WT exp,0,-3,-1,1,5,7
PostGolgi ctrl,1,7,10,14,-3,-4
H69AR inhibit,101,39*,96,91,94,92

Next section.
25. CC(C)Cn1cc(C(=O)NC2CCN(Cc3ccccc3)CC2)c2c3ccccc3n(C)c2c1=O
26. COc1ccc(NC(=O)CSc2nnc(Cc3cccn3C)n2-c2ccc(OC)cc2)cc1
27. COc1cccc(-c2nnc3n2N=C(c2cc(OC)ccc2OC)CS3)c1
28. CC1CCN(S(=O)(=O)c2ccc(Cl)cc2)CC1
29. OCCn1c(SCCOc2ccccc2F)nc2ccccc21
30. COc1ccc(NC(=O)C2CC(=O)OC2(C)C)cc1 (configuration not stated)
31. COc1ccccc1N(CC(=O)NCCSC(C)(C)C)S(C)(=O)=O
32. Cc1nnc2n(CCc3ccccc3)c(=O)c3c4c(sc3n12)CCCC4
Assay by compound,25,26,27,28,29,30,31,32
PostGolgi yeast,-5,1,8,-4,5,10,14,·
DAT uptake mod,·,-0.023,0.77,-0.48,0.016,0.35,0.067,·
HUVEC prolif 384,·,92,·,92,87,88,95,97
S1P2 ag,-6,·,10,-1,6,-3,3,-1
Fibroblast inh,·,100,·,94,103,102,104,94
S1P2 antag,3,·,-21,20,-18,3,-2,-1
E coli WT exp,2,-10,-8,8,-1,1,5,·
PostGolgi ctrl,-1,3,37*,12,41*,-1,7,·
H69AR inhibit,·,82,·,88,79,92,94,93

33. CSc1cccc(NC(=O)CN(C)S(=O)(=O)c2ccccc2)c1
34. CSC(=NNC(=O)c1ccccc1O)SC
35. CC(C)(C)C(=O)COC(=O)CNC(=O)c1ccc(Oc2ccccc2)cc1
36. COc1ccc(C(=O)n2cnnc2N)cc1
37. COc1ccc(Cc2nnc(NC(=O)c3c(-c4ccccc4)noc3C)s2)cc1OC
38. CCOC(=O)C(NC(C)=O)(OCc1ccc(F)cc1)C(F)(F)F (configuration not stated)
39. Cc1c(C#N)c(SCC(N)=O)nc2c1CCCC2
40. COc1ccc2occ(NC(C)=O)c2c1
Assay by compound,33,34,35,36,37,38,39,40
PostGolgi yeast,4,5,6,-4,-1,-4,16,2
DAT uptake mod,0.69,0.035,1.6,-0.25,·,0.63,-0.37,-1.1
HUVEC prolif 384,95,·,87,116,98,104,100,87
S1P2 ag,-3,-6,-7,-11,·,-2,-1,-2
Fibroblast inh,109,·,91,101,94,108,103,105
S1P2 antag,-13,-1,18,15,·,13,1,7
E coli WT exp,2,7,0,-3,-4,0,7,8
PostGolgi ctrl,7,12,0,11,5,-3,-5,4
H69AR inhibit,83,·,107,109,119,94,93,97

41. Cc1ccc(S(=O)(=O)NCCC(=O)NC2CCCC2)cc1
42. CCOc1ccc(N(CC(=O)NCc2ccc(F)cc2)S(=O)(=O)c2c(C)noc2C)cc1
43. CCN1CCN(C(=O)CSCc2nc(-c3ccc(OC)c(OC)c3)oc2C)CC1
44. CCN1CCN(c2nc(C)nc3c2sc(=S)n3C)CC1
45. CC(CC(=O)O)CC(=O)Nc1ccc(S(N)(=O)=O)cc1 (configuration not stated)
46. CC(C)(C)NC(=O)CN(C(=O)C1(C)CC(=O)N=C2C=CC=CN21)C1CCCC1 (configuration not stated)
47. CC(C)C1O/C(=N/C(=O)Nc2ccc(Cl)c(Cl)c2)NC1=O (configuration not stated)
48. O=C(COC(=O)C1CCCO1)Nc1cccc(C(F)(F)F)c1 (configuration not stated)
Assay by compound,41,42,43,44,45,46,47,48
PostGolgi yeast,-1,0,3,0,-2,0,98*,-3
DAT uptake mod,·,-1.5,·,-0.97,-1.2,-0.48,-0.14,-0.37
HUVEC prolif 384,106,91,105,106,99,100,55,92
S1P2 ag,-5,-1,-3,-2,-7,-5,0,·
Fibroblast inh,102,88,107,92,98,97,88,105
S1P2 antag,4,-20,-3,-14,-6,31,1,·
E coli WT exp,4,-3,0,8,5,-3,53*,3
PostGolgi ctrl,-3,0,-6,10,6,3,92*,0
H69AR inhibit,89,80,92,65,108,94,11*,90

49. CC(=O)NCCc1ccc(S(=O)(=O)N(C)C2CCS(=O)(=O)C2)cc1 (configuration not stated)
50. CN(Cc1n[nH]c(=S)n1C)S(=O)(=O)c1ccccc1
51. O=C(CN1C(=O)C2C3C=CC(C3)C2C1=O)NCc1ccccc1 (configuration not stated)
52. COC(=O)c1ccccc1NC(=O)c1cccs1
53. COc1cccc(/C(O)=C2/C(=O)C(=O)N(CCN3CCOCC3)C2c2cccs2)c1 (configuration not stated)
54. CC1(C)N=C(c2ccc(Cl)cc2)C(=O)N1
55. Cc1nn(CC(=O)NCc2cccnc2)c(=O)c2ccccc12
56. O=C(O)CCC(=O)N1N=C(c2cccs2)CC1c1cn(-c2ccccc2)nc1-c1ccccc1 (configuration not stated)
Assay by compound,49,50,51,52,53,54,55,56
PostGolgi yeast,8,-2,13,-1,-5,8,-2,13
DAT uptake mod,0.038,-0.28,-0.0032,0.02,·,0.3,1.1,1.5
HUVEC prolif 384,93,·,105,92,102,93,95,90
S1P2 ag,-7,-4,-5,1,-7,-6,-2,-1
Fibroblast inh,104,·,99,99,105,104,95,98
S1P2 antag,-9,-14,17,-29,2,8,20,-2
E coli WT exp,-3,-3,4,-1,-7,6,-2,3
PostGolgi ctrl,0,3,6,14,8,1,-3,9
H69AR inhibit,94,·,93,89,98,93,95,92

PostGolgi yeast: what is marked active above.
entry | SMILES | PostGolgi yeast | DAT uptake mod | S1P2 ag | S1P2 antag
47 | CC(C)C1O/C(=N/C(=O)Nc2ccc(Cl)c(Cl)c2)NC1=O (configuration not stated) | 98* | -0.14 | 0 | 1

Further entries follow:
57. CCSc1nc(N)nc(-c2cccs2)c1C#N
58. COc1cc(S(=O)(=O)N2CCN(c3ccccc3F)CC2)ccc1Cl
59. CC(C)n1c(NCc2c[nH]c3ccccc23)nc2ccccc21
60. COc1cc(-c2nc(S(=O)(=O)c3ccccc3)c(N3CCOCC3)o2)cc(OC)c1OC
Assay by compound,57,58,59,60
PostGolgi yeast,28,1,9,28
DAT uptake mod,-0.16,-0.41,0.93,-0.21
HUVEC prolif 384,·,114,84,87
S1P2 ag,-3,·,-6,13
Fibroblast inh,·,98,88,97
S1P2 antag,6,·,24,-39
E coli WT exp,6,-3,15,0
PostGolgi ctrl,40*,48*,9,2
H69AR inhibit,·,108,69,80

Compound activity from PubChem.

The order is random; 11% or so of the library scored in one or more.
